Screening data: PubChem, several laboratories
PLCb3 inh: human PLC-beta3 inhibitors, primary screen, biochemical, fluorescence. Purified PLC-beta3, fluorogenic substrate. inhibition, % at 12.2 µM. 370,000 compounds, 0.18% hits. 1-phosphatidylinositol 4,5-bisphosphate phosphodiesterase beta-3 (Homo sapiens), Q01970. AID 720704, 2013; in the data active means inhibition above about 11%;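 further: 0% = median of compound wells on plate and 100% = full blocker control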
hgDAF-12 ag: H. glycines DAF-12 receptor agonists, primary screen, cell-based, luminescence, HEK293, GAL4 fusion, UAS-luciferase. AID 687014, 2013. 370,000 compounds, 1.8% hits. activation, % at 6.8 µM. Nuclear hormone receptor DAF-12 (Heterodera glycines), GAL4 fusion. HEK293 GAL4-hgDAF12 UAS-luciferase reporter, agonist luminescence; normalized to butyrate control;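 active means activation above a cutoff set at the mean of all screened compounds plus 3 SD, cut at about 10% in these data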;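 further: 0% = DMSO wells and 100% = sodium butyrate wells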
PLC-gamma1 inh: PLC-gamma1 enzyme inhibitors, primary screen, biochemical, fluorescence, purified enzyme. 1-phosphatidylinositol 4,5-bisphosphate phosphodiesterase gamma-1 (Homo sapiens), P19174. 370,000 compounds, 0.84% hits. fluorogenic substrate. inhibition, % at 12.2 µM; in the data active means inhibition above about 9.5%
DAX1 inh-1: DAX1 (NR0B1) inhibitors on StAR promoter, primary screen, cell-based, luminescence, SF-1 (NR5A1), full-length DAX-1. HEK293T StAR-luciferase reporter, SF-1/DAX-1 repression relief. inhibition, % at 6.8 µM. 370,000 compounds, 1.1% hits. AID 652010, 2013;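 active means inhibition above the mean over all tested compounds plus 3 SD, cut at about 3.6% in these data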;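 further: 0% = DAX-1 cells with DMSO and 100% = cells lacking DAX-1 with DMSO; higher inhibition means more luminescence from relief of DAX-1 repression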
hcDAF12 agonist: H. contortus DAF-12 nuclear receptor activators, primary screen, cell-based, luminescence, HEK293, lit1-tk-luc reporter | HEK293 hcDAF-12 lit1-tk-luc reporter; 0% DMSO, 100% Δ7-dafachronic acid | activation, % at 6.8 µM | 370,000 compounds, 1.4% hits | AID 652067, 2013;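 active means activation above the mean of all tested compounds plus 3 SD, cut at about 5.5% in these data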;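 further: 100% = response to 3 µM Δ7-dafachronic acid high control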
Rev-erbA mod: modulators of Rev-erb alpha DNA binding, primary screen, biochemical, FITC-DNA, fluorescence polarization, uHTS; activity, % at 10 µM; Nuclear receptor subfamily 1 group D member 1 (Homo sapiens), P20393; Rev-erbα–FITC-DNA binding, 90 min; 370,000 compounds, 0.79% hits; AID 1259318, 2017;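 active means activity above about 14%, limit read from the data; passing the limit was not always enough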;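 further: 0% = DMSO wells with 35 nM protein and 100% = DMSO wells with 750 nM protein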
ssDAF12 agonist: S. stercoralis DAF-12 nuclear receptor activators, primary screen, cell-based, luminescence, HEK293, GRIP1 co-expression, lit1-tk-luc. HEK293 ssDAF-12/GRIP1 lit1-tk-luc reporter; % of 3 µM dafachronic acid response. AID 652126, 2013. activation, % at 6.8 µM. 370,000 compounds, 1% hits;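 active means activation above the mean over all tested compounds plus 3 SD, cut at about 0.9% in these data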;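 further: 0% = DMSO-only wells and 100% = 3 µM delta7-dafachronic acid wells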
MBD2 DNA inh: inhibitors of MBD2 binding to methylated DNA, primary screen, biochemical, TR-FRET, DNA-binding domain, human | MBD2 binding to methylated oligonucleotide | inhibition, % at 4.4 µM | 370,000 compounds, 0.31% hits | AID 686964, 2013; in the data active means inhibition above about 13%
ADAM17 inh: ADAM17 inhibitors, primary screen, biochemical, QFRET. Disintegrin and metalloproteinase domain-containing protein 17 (Homo sapiens), P78536. recombinant ADAM17, EDANS/DABCYL FRET peptide cleavage. inhibition, % at 6.95 µM. 370,000 compounds, 0.83% hits. AID 720648, 2013;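 active means inhibition above the mean of compounds lying between control limits plus 3 SD, set per campaign, cut at about 8.5% in these data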;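 further: 0% = DMSO-only wells as the low control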
Target sequence (P78536 215-824 limits assumed): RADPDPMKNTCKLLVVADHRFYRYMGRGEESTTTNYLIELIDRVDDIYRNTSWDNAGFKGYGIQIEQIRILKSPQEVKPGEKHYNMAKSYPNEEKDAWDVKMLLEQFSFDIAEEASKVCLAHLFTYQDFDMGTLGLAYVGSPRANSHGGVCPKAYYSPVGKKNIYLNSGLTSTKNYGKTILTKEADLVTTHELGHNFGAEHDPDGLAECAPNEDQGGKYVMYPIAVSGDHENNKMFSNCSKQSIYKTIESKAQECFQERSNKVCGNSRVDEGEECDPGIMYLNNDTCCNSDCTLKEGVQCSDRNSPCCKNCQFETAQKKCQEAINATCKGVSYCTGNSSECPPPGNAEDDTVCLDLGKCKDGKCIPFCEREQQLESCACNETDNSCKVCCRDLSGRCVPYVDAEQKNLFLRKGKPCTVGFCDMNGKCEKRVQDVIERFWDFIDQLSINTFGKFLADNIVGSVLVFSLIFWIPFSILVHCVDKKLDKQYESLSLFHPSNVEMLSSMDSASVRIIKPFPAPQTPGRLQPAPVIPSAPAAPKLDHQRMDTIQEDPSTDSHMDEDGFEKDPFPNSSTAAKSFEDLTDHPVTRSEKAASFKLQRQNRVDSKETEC
DAX1 inh-2: DAX1 (NR0B1) inhibitors, primary screen, cell-based, HEK293, Gal4-DAX1, luciferase luminescence. HEK293 Gal4-DAX1 luciferase reporter. inhibition, % at 6.75 µM. 340,000 compounds, 0.99% hits. AID 504766, 2011;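 active means inhibition above the mean over all tested compounds plus 3 SD, cut at about 4.2% in these data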;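 further: 0% = DAX1-transfected cells with DMSO and 100% = empty-vector control cells with DMSO; inhibition shows as a rise in luminescence from relieved DAX1 repression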
Target sequence (P51843 207-470 limits assumed): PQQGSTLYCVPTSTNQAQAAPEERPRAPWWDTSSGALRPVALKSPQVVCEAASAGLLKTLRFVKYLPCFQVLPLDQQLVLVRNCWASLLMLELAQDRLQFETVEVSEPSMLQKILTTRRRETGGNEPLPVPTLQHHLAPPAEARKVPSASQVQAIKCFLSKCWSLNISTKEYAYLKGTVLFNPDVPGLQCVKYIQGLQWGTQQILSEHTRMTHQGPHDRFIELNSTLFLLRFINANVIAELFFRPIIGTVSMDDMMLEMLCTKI
SMARCA2 act: SMARCA2 (BRM) function activators, primary screen, cell-based, luminescence, high throughput. AID 652017, 2013. MG213 cells, MMTV-luciferase reporter, dexamethasone, overnight. 370,000 compounds, 1% hits. activation, % at 9.1 µM; in the data active means activation above about 7.8%;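 further: 0% = vehicle wells and 100% = reference activator wells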
* marks the source's active call; other numbers are inactive results; nt = no result given.

Under each structure: PLCb3 inh	hgDAF-12 ag	PLC-gamma1 inh	DAX1 inh-1	hcDAF12 agonist	Rev-erbA mod	ssDAF12 agonist	MBD2 DNA inh	ADAM17 inh	DAX1 inh-2	SMARCA2 act
O=C(O)CN1C(=O)c2ccc(Oc3ccc4c(c3)C(=O)N(CC(=O)O)C4=O)cc2C1=O
→ 3	0.2	1	-0.4	0.9	9	-1.0	-3	0	0.5	-2
Cc1cc(C(=O)Nc2ccc3c(c2)OCCO3)co1
→ 0	9.1	-5	4.1*	6.1*	-3	0.6	8	-6	0.9	5
O=C(O)c1ccccc1Nc1ccc(OC(F)F)cc1
→ -9	-0.5	-3	0.2	-0.2	6	-1.7	2	-1	0.3	1
c1ccc(-c2ccc(OCCOCCn3cncn3)cc2)cc1
→ 0	2.2	1	0.0	0.0	4	-1.1	1	-3	-0.8	3
CN(C(=O)c1cccc(NC(=O)Cc2ccc(NC(=O)C3CCCN(C(=O)CCc4ccccc4)C3)cc2)c1)C1CCC1 (stereo not given)
→ -1	-9.6	2	-3.3	-2.6	-3	-1.7	-6	-1	-3.6	-8
CC(C)N1CCN(Cc2ccc(C#CC(C)(C)O)s2)CC1CCO (stereo not given)
→ 1	2.0	1	0.2	-0.4	-1	-0.4	1	0	0.4	0
Cc1ccc(-n2c(SCC(=O)Nc3ccc(Oc4ccccc4)cc3)nnc2-c2cccc(C)c2)cc1
→ 0	-1.1	0	-1.1	0.6	1	-1.9	8	-1	nt	-4
CCOc1ccc(CCNC(=O)COC(=O)COc2cc(C)cc(C)c2)cc1OCC
→ -7	-1.4	-4	0.0	-0.4	3	-1.2	4	-2	-1.8	-3
CCOC(=O)c1cccc(NC(=O)c2cnc3ccccc3n2)c1
→ 2	-1.0	4	0.1	0.6	-2	-0.9	-3	1	0.2	5
COC(=O)c1sccc1S(=O)(=O)Nc1ccc(S(N)(=O)=O)cc1
→ -1	0.5	3	0.7	-2.4	-3	-1.5	-3	1	1.1	2
COc1ccc(CN2CCN(Cc3ccccc3)C(CCO)C2)cc1OC (stereo not given)
→ 2	1.0	1	-0.3	1.7	-4	0.1	-2	2	0.4	0
Cc1ccc(S(=O)(=O)N2CCC(=O)N([C@H](COCc3cccc(Cl)c3)Cc3ccccc3)CC2)cc1
→ -2	-3.0	0	-0.2	-1.4	5	-0.9	5	1	nt	-4
N#Cc1cc2c(nc1SCC(=O)Nc1sc3c(c1C#N)CCC3)CCCC2
→ -6	1.9	-6	-1.2	0.8	3	-0.8	0	-1	0.6	4
COc1ccc(C[N+]2=C(N)NC3=C4CCCCC4n4c(=O)n(-c5ccccc5)c(=O)n4C3C2)c(OC)c1 (stereo not given)
→ -7	-0.3	-5	-1.3	-0.6	8	-1.5	3	-12	nt	-6
CCN(CC(=O)Nc1cc(Cl)ccc1C)C(=O)C1CCCCC1
→ 1	-1.7	0	-0.7	0.6	-6	-1.5	1	-4	0.3	-2
Cc1cccc(NC(=O)CCSc2nc(C)cc(C)n2)c1
→ -2	-1.8	1	-0.3	-2.8	-3	-0.8	-3	-2	-0.8	0
CCCCn1c(SCC(=O)Nc2cc(C(F)(F)F)cc(C(F)(F)F)c2)nnc1C(CC)N(C)C (stereo not given)
→ 2	-2.4	0	0.1	0.1	3	-0.9	0	2	1.9	-1
CCOc1cccc2sc(Nc3nc4ccc(NC(C)=O)cc4s3)nc12
→ -56	-1.1	-54	-0.7	-0.5	49*	0.0	5	-109	-2.2	2
CC(C)(C)C(=O)Nc1nnc(SCc2cccc(F)c2)s1
→ -4	9.7	3	2.3	1.9	-2	-0.4	2	1	2.0	1
O=C(Cc1ccccc1)N1CCN(C(=O)c2ccc([N+](=O)[O-])cc2)CC1
→ 1	-3.2	4	-0.2	1.7	6	-1.0	-4	1	0.0	4
c1cncc(CSc2ccc(-c3cccnc3)nn2)c1
→ -4	0.1	1	1.0	0.4	4	-0.8	-1	-2	-0.4	0
COc1ccc([C@H]2CC(=O)C=C(c3cccc(C(C)C)c3)C2)cc1OC
→ -2	-4.4	3	-1.4	-3.7	2	-2.1	4	3	-1.1	-4
CC1=Nc2ccccc2N=C(NC(=O)/C=C/C(=O)O)C1c1ccccc1 (stereo not given)
→ -44	10	-25	2.4	0.8	-6	-0.3	-5	-27	1.7	4
CCc1c(-c2ccc(OC)c(OC)c2)ncn1CCc1ccccc1OC
→ -3	-3.9	1	-0.6	-2.9	-3	-1.1	3	-5	nt	-6
Cc1nonc1NC(=O)CSc1nnc(-c2ccoc2C)n1CC(C)C
→ 1	0.7	0	-1.1	-2.2	-2	-1.3	6	0	-0.7	5
COc1cccc(-c2nn(C)c3sc(C(=O)NCc4ccc(C)o4)cc23)c1
→ -185	-0.6	-150	-1.0	2.3	-2	0.1	1	-30	-0.9	-3
COc1ccc(OC)c(NC(=O)COC(=O)CCNc2ccccc2OC)c1
→ -3	4.4	-4	-1.4	-0.3	0	-0.7	2	-5	2.0	-4
CCCNc1nc(=S)n(-c2ccccc2)c(C)c1C(C)=O
→ -3	1.1	2	-0.1	-1.7	1	-1.7	4	-2	-0.7	0
NC(=O)CN1C(=O)C2C3CCC(C3)C2C1=O (stereo not given)
→ -2	2.6	-1	-1.0	-1.0	2	-0.8	4	-6	1.6	-4
Cc1ccc(NC(=O)O/N=C2\CCCCC2c2ccc([N+](=O)[O-])cc2[N+](=O)[O-])cc1 (stereo not given)
→ 4	0.6	3	-0.9	-1.1	2	-1.0	-3	4	-0.2	0

The results go on:
canonical_smiles	PLCb3 inh	hgDAF-12 ag	PLC-gamma1 inh	DAX1 inh-1	hcDAF12 agonist	Rev-erbA mod	ssDAF12 agonist	MBD2 DNA inh	ADAM17 inh	DAX1 inh-2	SMARCA2 act
COc1ccc(C(=O)OC2C(OC)OCC(O)C2O)cc1 (stereo not given)	4	-0.6	7	-0.8	-0.8	-2	-1.2	-1	-3	2.2	4
O=C1CN=C(Nc2cccc(C(F)(F)F)c2)N1C1CCCC1	5	-1.2	0	-0.3	1.2	-2	-1.1	-1	4	-0.1	-1
O=C1C2CCCCN2C(=O)N1CCCCN1CCN(c2ccc(F)cc2)CC1 (stereo not given)	-5	2.2	-1	-0.6	-1.6	-6	-0.7	1	-5	1.2	-2
O=C(Oc1cccc(-n2cnnn2)c1)c1ccccc1	-3	3.8	3	-0.5	-0.3	-4	-0.8	-3	1	-0.1	-3
CCNC(=S)NCc1ccc2[nH]c(C)cc2c1	-6	0.6	-6	1.3	-0.1	3	-0.8	-2	-1	1.2	7
CCCn1c(SCN2C(=O)c3ccccc3C2=O)nc2cc(Cl)ccc2c1=O	3	-1.0	7	-0.4	-2.4	39*	-1.2	-7	2	2.3	0
COc1ccc(NC(=O)Nc2cccs2)cn1	-15	3.4	-4	-0.1	-1.3	-2	-1.1	-7	1	1.5	6
COc1ccc(N2C(=O)CCC(C(=O)NCc3ccccn3)C2c2ccc(F)cc2)cc1 (stereo not given)	3	1.4	1	0.3	-0.9	-6	-0.7	2	0	2.4	8
CCCC(=O)N1CCC1(C)C(=O)Nc1cc(-c2ccccc2)nn1C (stereo not given)	7	12*	0	3.9*	2.9	2	0.0	1	1	nt	5
C[C@@H](NC(=O)c1ncn(Cc2ccccc2)c1C(=O)N[C@H](C)c1ccccc1)c1ccccc1	4	-0.5	0	0.6	-1.9	0	-1.4	3	3	0.4	-1
COC(=O)c1ccc(NC(=O)c2cccc(Cl)c2)o1	-2	2.9	4	-0.3	-2.4	1	-1.1	4	-1	0.4	-2
CCCCNS(=O)(=O)NC(=O)C1=C(N2CCCC2)COC1=O	4	0.2	3	0.4	1.0	-3	-0.9	-2	4	0.6	0

Look-ups from the entries so far.
Value for `CC1=Nc2ccccc2N=C(NC(=O)/C=C/C(=O)O)C1c1ccccc1` (stereo not given) in hcDAF12 agonist: 0.8
Value for `COc1ccc(OC)c(NC(=O)COC(=O)CCNc2ccccc2OC)c1` in ADAM17 inh: -5
Value for `Cc1ccc(S(=O)(=O)N2CCC(=O)N([C@H](COCc3cccc(Cl)c3)Cc3ccccc3)CC2)cc1` in PLCb3 inh: -2
